GALK inhibitor = qHTS Assay for Inhibitors of Human Galactokinase (GALK): NCGC Sytravon Library Screen; P51570; recombinant GALK, Kinase-Glo ATP luminescence, 1 h; Potency, µM (highest dose often 57.5 µM), without a hit: top-dose activity, negative = inhibition, actives largely listed as inhibitors; 44,000 tested, under 10 active; AID 1347072, 2019;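 also: plate controls were full GALK reaction for no effect and reaction lacking GALK for full effect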
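Compounds were pinned into ATP buffer, then GALK-galactose mix was added (final 5 nM enzyme, 35 uM ATP, 100 uM galactose, pH 8.0). After 1 h at room temperature, Kinase-Glo Plus was added and luminescence read.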
B2AR arrestin ag = qHTS assay of beta-arrestin-biased ligands of beta2-adrenergic receptor: NCGC Sytravon Library Screen; Potency, µM (doses to about 46.1 µM), for the others: at the highest dose activation, most hits filed as activators; Beta-2 adrenergic receptor (Homo sapiens), P07550; 44,000 tested, under 10 active; HTLA Tango cells, beta-arrestin recruitment, luciferase luminescence, 18 h;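 also: potency is read from the fitted curve at half-maximal effect; 0% = DMSO and full agonism = EC100 isoproterenol or metaproterenol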
Target sequence (P07550 whole entry, looked up): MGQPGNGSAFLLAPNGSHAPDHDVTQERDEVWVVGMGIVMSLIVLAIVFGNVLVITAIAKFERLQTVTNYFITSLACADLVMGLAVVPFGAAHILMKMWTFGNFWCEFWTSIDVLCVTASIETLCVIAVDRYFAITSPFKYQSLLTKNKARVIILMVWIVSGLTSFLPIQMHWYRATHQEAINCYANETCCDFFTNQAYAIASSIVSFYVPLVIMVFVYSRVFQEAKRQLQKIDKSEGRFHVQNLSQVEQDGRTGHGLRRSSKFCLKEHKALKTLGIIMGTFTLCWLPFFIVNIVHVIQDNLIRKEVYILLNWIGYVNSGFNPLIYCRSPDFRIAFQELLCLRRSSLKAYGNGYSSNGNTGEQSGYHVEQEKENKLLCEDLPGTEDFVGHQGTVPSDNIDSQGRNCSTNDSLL
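Ligand-induced beta-arrestin recruitment to recombinant beta2-AR is measured via a tTA-driven luciferase reporter in Tango cells after 18 hr compound exposure at 37 degrees C. Concentrations span up to 46 microM.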
FH mod = Identification of activators of human fumarate hydratase by quantitative high-throughput screening; actives 0.22% (n = 54,000); Potency, µM (series often up to 79.9 µM), without a hit: at the top dose activity change, negative = inhibition, actives largely listed as inhibitors; FH coupled MDH/diaphorase resazurin fluorescence, 15 min; AID 1347055, 2019; also: potency is read from the fitted curve at half-maximal effect; % is scaled to controls: 0 for no effect and ±100 for the full control effect; the screen sought activators but most active calls are inhibition curves; nearly all actives have a fitted effect of over 45% in size
PTAP-TSG101 blk = qHTS Validation Assay for Inhibitors of HIV-1 Budding by Blocking the Interaction of PTAP/TSG101: Sytravon Library Screen. Tumor susceptibility gene 101 protein (Homo sapiens), Q99816. Fluorescence polarization, FITC-PTAP peptide/Tsg101, 20 min. AID 1347069, 2019. 44,000 tested, under 10 active. Potency, µM (top dose mostly 115 µM), for inactives: at the top dose activity change, negative = inhibition, most hits filed as inhibitors; also: potency is read from the fitted curve at half-maximal effect; 0% is about no effect
Target sequence (Q99816 whole entry, looked up): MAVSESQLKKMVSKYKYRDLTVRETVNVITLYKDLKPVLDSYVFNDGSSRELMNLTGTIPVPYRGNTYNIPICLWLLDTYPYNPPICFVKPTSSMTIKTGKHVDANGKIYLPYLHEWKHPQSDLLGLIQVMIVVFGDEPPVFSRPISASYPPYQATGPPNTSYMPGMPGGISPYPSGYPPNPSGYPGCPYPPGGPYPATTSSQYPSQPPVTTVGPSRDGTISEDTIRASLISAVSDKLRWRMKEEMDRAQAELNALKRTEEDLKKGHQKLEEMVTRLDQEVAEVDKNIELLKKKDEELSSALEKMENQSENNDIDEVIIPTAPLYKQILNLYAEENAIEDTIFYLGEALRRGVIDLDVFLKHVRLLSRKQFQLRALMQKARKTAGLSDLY
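FITC-labeled PTAP peptide (50 nM final) binding to Tsg101 binding domain (10 uM final) read by fluorescence polarization after 20 min at r.t. in HEPES pH 7.5 buffer. Actives by CRC class, <25 µM.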
p53null 39C kill = qHTS Screen for Compounds that Selectively Target Cancer Cells with p53 Mutations: Cytotoxicity of p53 Null Cells at the Nonpermissive Temperature. Potency, µM (series often up to 46.1 µM), without a hit: at the top dose activity, negative = cell killing, actives largely listed as cytotoxic. H1299 p53-null (neo) cells, 39C, ATPlite viability, 24 h. actives 0.97% (n = 55,000);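 also: potency is read from the fitted curve at half-maximal effect; 0% = DMSO only and -100% = full killing by 100 µM tamoxifen; nearly all actives have a fitted effect of over 50% in size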
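Concentration-response (up to 46 uM) was run for 24 h at the nonpermissive 39C on H1299-p53A138V or H1299-neo cells. ATP content was measured with ATPlite luminescence. AC50 values were Hill-modeled after normalizing between DMSO and 100 uM tamoxifen killing.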
NTMT1 inh = Primary qHTS for Inhibitors of N-terminal methyltransferase 1 (NTMT1): MTaseGlo Assay. N-terminal Xaa-Pro-Lys N-methyltransferase 1 (Homo sapiens), Q9BV86. actives 2.5% (n = 59,000). Potency, µM (top dose mostly 114 µM), without a hit: at the top dose activity change, negative = inhibition, hits mostly inhibitors. NTMT1 MTase-Glo SAH luminescence, purified enzyme;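 also: potency is read from the fitted curve at half-maximal effect; plate controls were DMSO vehicle for no effect and no enzyme for full effect; nearly all actives have a fitted effect of over 65% in size; many of its hits are not listed in these tables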
Target sequence (Q9BV86 whole entry, looked up): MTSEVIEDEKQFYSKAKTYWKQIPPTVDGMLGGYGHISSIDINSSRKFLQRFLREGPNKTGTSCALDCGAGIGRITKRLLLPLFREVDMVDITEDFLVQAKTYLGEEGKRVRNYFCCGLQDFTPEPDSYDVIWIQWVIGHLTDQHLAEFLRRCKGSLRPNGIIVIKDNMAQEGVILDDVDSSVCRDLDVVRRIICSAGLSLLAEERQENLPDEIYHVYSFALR
p53null 32C kill = qHTS Screen for Compounds that Selectively Target Cancer Cells with p53 Mutations: Cytotoxicity of p53 Null Cells at the Permissive Temperature; H1299-neo p53 null cells, ATP luminescence, 24 h, 32C; Potency, µM (titrated, usually from 46.1 µM), for inactives: at the top dose activity change, negative = cytotoxicity, usual class: cytotoxic; actives 0.62% (n = 55,000); AID 903, 2007;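 also: potency is read from the fitted curve at half-maximal effect; 0% = DMSO only and -100% = full killing by 100 µM tamoxifen; nearly all actives have a fitted effect of over 55% in size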
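We seeded p53-null H1299-neo cells, incubated them overnight at 37C, and added compounds across a range up to 46 uM. After 24 hours at 32C, ATP reagent was applied for 20 min at room temperature and luminescence recorded.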
An asterisk follows results filed as active; ? = inconclusive; / = not tested or not shown; [ ] = dose if it differs, or a comment. Calls follow the shape of the dose curve; as a rule, active = well fitted curve in the direction sought with a large enough effect; inconclusive = small, poorly fitted or top-dose-only effect, or another doubt; inactive = no such curve, though single readings can be large; an effect the other way counts as inactive or inconclusive. These rows are one share of the data, so the mix of outcomes need not match the whole.

Letter code: A = GALK inhibitor; B = B2AR arrestin ag; C = FH mod; D = PTAP-TSG101 blk; E = p53null 39C kill; F = NTMT1 inh; G = p53null 32C kill
> COc1ccc(NC(=O)c2sc3nc(-c4cc5ccc(OC)cc5oc4=O)[nH]c(=O)c3c2C)cc1
  A: 2% | B: 1% | C: -1% | D: 1% | E: -5% | F: 15% | G: 5%
> CCOc1ccc(CNS(=O)(=O)c2c(C(=O)N3CCCCCC3)c(C)n(C)c2C)cc1OC
  A: 0% | B: 1% | C: -7% | D: -8% | E: -4% | F: 0% | G: 7%
> Cc1cc(NC(=O)c2ccc(NC(=O)CCS(=O)(=O)c3cccs3)cc2)ccc1Br
  A: 4% | B: -2% | C: -7% | D: -4% | E: -35% | F: 6% | G: -10%
> COc1ccc2c(C)c(CC(=O)NCc3ccccc3Cl)c(=O)oc2c1OC
  A: -1% | B: 1% | C: / | D: -1% | E: -23% | F: / | G: -2%
> CCc1nn2c(=O)cc(COC(=O)Cc3ccccc3)nc2s1
  A: ? | B: 0% | C: 1% | D: -3% | E: 15% | F: 9% | G: 1%
> COc1ccc(-c2cc(C(F)(F)F)n3nc(C(=O)Nc4cccc(Cl)c4Cl)cc3n2)cc1OC
  A: -1% | B: 1% | C: -5% | D: 5% | E: -9% | F: -2% | G: -5%
> Cc1cccn2c(=O)cc(COc3ccc(NC(=O)C(C)C)cc3)nc12
  A: 0% | B: 0% | C: 4% | D: 0% | E: -7% | F: -11% | G: -10%
> CCc1ccc2oc(C(=O)NCc3ccccc3)cc(=O)c2c1
  A: 4% | B: -1% | C: -27% | D: 0% | E: -7% | F: -34% | G: -6%
> CCN(CC)S(=O)(=O)c1ccc2c(c1)N(CC(=O)NCCc1ccc(OC)c(OC)c1)C(=O)CO2
  A: 0% | B: 9% | C: -4% | D: -2% | E: -4% | F: 2% | G: -6%
> O=C(CCC(=O)N1CC2CCCN2c2ccccc21)NCc1cccc(Cl)c1 (stereo unspecified)
  A: 1% | B: -1% | C: -3% | D: 11% | E: -6% | F: -12% | G: 1%
> COc1ccc(CCNC(=O)c2cccc(-n3c(C)nc4cccnc43)c2)cc1OC
  A: 3% | B: -1% | C: 4% | D: 1% | E: ? | F: 4% | G: -4%
> NS(=O)(=O)c1ccc2nc(NC(=O)COc3ccccc3)sc2c1
  A: 0% | B: 0% | C: 9% | D: -1% | E: ? | F: 20% | G: -2%
> Cc1ccc(S(=O)(=O)N(CC(O)Cn2c3ccccc3c3ccccc32)c2cccc(C(N)=O)c2)cc1 (stereo unspecified)
  A: -1% | B: 1% | C: ? | D: -3% | E: ? | F: 1% | G: 14%
> O=C(Nc1c(C(=O)Nc2ccccc2F)oc2ccccc12)c1cc2ccccc2o1
  A: -2% | B: 1% | C: -5% | D: 0% | E: -1% | F: 6% | G: -9%
> CCc1ccc(NC(=O)CC2C(=O)N(c3ccc(Cl)cc3)C(=O)N2C2CCCC2)cc1 (stereo unspecified)
  A: 0% | B: -1% | C: ? | D: 1% | E: 12% | F: 5% | G: 6%
> Cc1ccccc1C(=O)NC(=O)Nc1ccc(-n2nc(C(F)(F)F)cc2C(F)(F)F)cc1
  A: 3% | B: 0% | C: 5% | D: -3% | E: -20% | F: -4% | G: 9%
> COC(=O)c1ccccc1NC(=O)c1cc(C)nc2c1c(C)nn2-c1ccc(C)cc1
  A: 0% | B: 0% | C: -2% | D: -1% | E: -20% | F: 5% | G: 1%
> Cc1ccccc1CNC(=O)c1oc2c(c1C)-c1[nH]ncc1CC2
  A: -1% | B: 0% | C: -4% | D: -2% | E: -3% | F: -9% | G: -8%
> O=C(Nc1ccc(F)c(F)c1)c1cc(S(=O)(=O)NC2CCCC2)ccc1F
  A: 0% | B: 2% | C: -2% | D: -3% | E: -8% | F: 3% | G: 13%
> COc1ccc(N2C(=O)C(CC(=O)Nc3ccc(Cl)cc3)N(Cc3ccc4c(c3)OCO4)C2=O)cc1 (stereo unspecified)
  A: -1% | B: 0% | C: ? | D: -15% | E: -17% | F: -2% | G: 20%
> COc1ccc(N(C(=O)COc2ccc(Br)cc2)S(=O)(=O)c2ccc(C)cc2)cc1
  A: -2% | B: 1% | C: -27% | D: 2% | E: 17% | F: ? | G: 38%[activator]
> CN1CCN(C(c2cccc(Br)c2)c2sc3nc(-c4ccco4)nn3c2O)CC1 (stereo unspecified)
  A: -1% | B: -3% | C: 4% | D: -8% | E: 14% | F: 14% | G: 2%
> COc1ccc(CC(=O)N2CCc3cc(OC)c(OC)cc3C2COc2ccc(OC)cc2)cc1 (stereo unspecified)
  A: -2% | B: 0% | C: -35% | D: 3% | E: 9% | F: 13% | G: 17%
> CCN(CC)CCCNC(=O)c1cn(C)c2ccc(S(=O)(=O)N(C)C3CCCCC3)cc2c1=O
  A: 8% | B: 9% | C: -25% | D: 10% | E: -11% | F: -5% | G: 2%
> Cc1c(C)c2cc3c(c(C)c2oc1=O)OCN(CCc1ccc(F)cc1)C3
  A: 0% | B: 0% | C: / | D: -5% | E: -4% | F: / | G: 2%
> Cc1cccc(-c2nnc(SCC(=O)N3CCCCC3)o2)c1
  A: 4% | B: 0% | C: -15% | D: 1% | E: ? | F: -16% | G: ?
> COc1ccc(Nc2ncnc3onc(-c4ccc(Cl)cc4)c23)cc1Cl
  A: 8% | B: -1% | C: -25% | D: 2% | E: 3% | F: ? | G: -8%
> CCCCN(Cc1ccccc1)S(=O)(=O)c1cc(Br)cc2c1N(C(=O)C1CC1)CC2
  A: 0% | B: -1% | C: -16% | D: -1% | E: -1% | F: -7% | G: 2%
> Cc1cccc(CS(=O)(=O)c2ncc(Cl)c(C(=O)NCc3ccccc3)n2)c1
  A: 3% | B: -2% | C: -12% | D: -1% | E: ? | F: 3% | G: 19%
> COc1ccc(CNC(=O)c2cc3c(=O)[nH]c4ccccc4c3n2C)c(OC)c1
  A: 0% | B: 1% | C: ? | D: -1% | E: -13% | F: 1% | G: 11%
> CCC1CCCCN1CCCNC(=O)c1c(O)nc2cc(C)ccn2c1=O (stereo unspecified)
  A: 9% | B: 0% | C: 3% | D: -5% | E: -26% | F: 5% | G: -3%
> COCCNC(=O)c1nn(-c2ccc(C)cc2)c(=O)n(C)c1=O
  A: -2% | B: 0% | C: 4% | D: -1% | E: 4% | F: -3% | G: 1%
> Cc1cccc(-n2c(SCC(N)=O)nc3c(oc4ccccc43)c2=O)c1
  A: 4% | B: 0% | C: -8% | D: -3% | E: -3% | F: -28% | G: 1%
> CC(=O)N1CCOc2cc(S(=O)(=O)NCc3ccccc3Cl)c(C)cc21
  A: -3% | B: 0% | C: 5% | D: -2% | E: 2% | F: 6% | G: 0%
> O=C(CN1c2ccccc2S(=O)(=O)c2ccccc21)Nc1cccc(C(F)(F)F)c1
  A: -1% | B: -1% | C: ? | D: -3% | E: 72%[activator] | F: 2% | G: 12%
> COc1ccc(CNS(=O)(=O)c2ccc(N3CCCCS3(=O)=O)cc2)cc1
  A: -3% | B: -1% | C: -12% | D: 3% | E: 16% | F: 9% | G: -3%
> Clc1cccc(CNCCCSc2nnnn2-c2ccccc2)c1
  A: 0% | B: -4% | C: 2% | D: -3% | E: -19% | F: ? | G: -1%
> COc1ccc(C2C=C(c3ccccc3)Nc3nc(NC(=O)/C=C/c4ccccc4Cl)nn32)cc1 (stereo unspecified)
  A: 3% | B: 6% | C: -5% | D: -1% | E: 4% | F: 11% | G: 10%
> COc1ccc(CCn2c(=O)c3cccnc3n(CC(=O)Nc3cccc(C)c3)c2=O)cc1OC
  A: 1% | B: 1% | C: -14% | D: -5% | E: -14% | F: -8% | G: -4%
> O=C(NCCc1ccccc1)c1cnc2sc(N3CCCC3)nn2c1=O
  A: 1% | B: -1% | C: -3% | D: -10% | E: -8% | F: ? | G: -1%
> Cc1ccccc1Cn1c2ccccc2c2cnn(CC(=O)NC(C)CCc3ccccc3)c(=O)c21 (stereo unspecified)
  A: 7% | B: -4% | C: -4% | D: 3% | E: -23% | F: 16% | G: -5%
> CCn1c(=O)c2sccc2n2c(CCCC(=O)Nc3ccc(Oc4ccccc4)cc3)nnc12
  A: 5% | B: 0% | C: -32% | D: 1% | E: ? | F: 6% | G: -24%
> COc1ccc(S(=O)(=O)c2c(SC)nn(CC(=O)Nc3cccc(C)c3C)c2N)cc1
  A: 1% | B: 1% | C: -28% | D: -10% | E: -21% | F: 13% | G: 18%
> COc1ccc(-c2cc(C(=O)OC(C)C(=O)c3ccccc3)c3cccc(Cl)c3n2)cc1 (stereo unspecified)
  A: 2% | B: 0% | C: -6% | D: -7% | E: 30% | F: 3% | G: 6%
> COC(=O)c1ccccc1NC(=O)CSc1nnc2cc(C)c3cc(C)cc(C)c3n12
  A: -11% | B: -1% | C: -8% | D: -2% | E: -8% | F: -1% | G: -3%
> COc1ccc(CCNC(=O)CCCCn2c(=O)c3ccccc3n(CC(=O)Nc3ccc(C)cc3C)c2=O)cc1OC
  A: -7% | B: 0% | C: -10% | D: 1% | E: -15% | F: -7% | G: -3%
> O=C(NCCc1ccc(Cl)cc1)C(=O)NCC(c1cccs1)S(=O)(=O)c1ccccc1 (stereo unspecified)
  A: 1% | B: -1% | C: 5% | D: -5% | E: 70%[activator] | F: 16% | G: 0%
> Cc1cc(NC(=O)c2cc(-c3ccc(F)cc3)on2)nn1Cc1ccc(Cl)cc1
  A: 0% | B: -1% | C: 5% | D: -4% | E: -19% | F: -2% | G: -8%
> O=c1oc2ccc(F)cc2cc1-c1nc(-c2cccs2)no1
  A: 1% | B: 1% | C: 9% | D: 5% | E: -18% | F: 11% | G: -7%
> CCCCCOc1c(Cl)cc(C(=O)N(Cc2ccc(C)o2)C2CCS(=O)(=O)C2)cc1Cl (stereo unspecified)
  A: 2% | B: 0% | C: -23% | D: -10% | E: 26% | F: -11% | G: 31%[activator]
